# Compound activity as filed in PubChem.
# USP2a inh – blocks human ubiquitin-specific protease USP2a; Potency, µM (highest dose often 38.3 µM), for the others: at the highest dose activity change, negative = inhibition, most hits filed as inhibitors; O75604; hit rate 0.1% among 60,000; USP2a enzymatic assay, qHTS inhibition; AID 927;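 further: potency means the concentration at half of the fitted maximal effect; nearly all actives have a fitted effect of over 60% in size; plate controls were DMSO for no effect and NEM full inhibition control for full effect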
#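 Coupled readout: USP2-cleaved Ub-PLA2 (20nM final) turns over NBD C6-HPC (20uM final), Ex 460nm/Em 535nm after 2.5 h, time-zero read flagging artifacts. Enzyme (20nM final, pH 8.0 Tris) given 30 min RT with compound first; NEM defines full inhibition.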
# DNA Pol III inh – blocks replication by bacterial DNA polymerase III holoenzyme. reconstituted DNA polymerase III holoenzyme replication, biochemical. Potency, µM (doses to about 57.1 µM), for the others: top-dose activity change, negative = inhibition. hit rate 0.25% among 71,000; further: potency means the concentration at half of the fitted maximal effect; on the % scale 0 is the no-effect control and ±100 the full control effect
#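 Reconstituted *E. coli* holoenzyme (0.35 nM Pol III, 1 nM beta, 154 nM SSB, 2 nM primase) was preincubated with compound for 15 min at RT. Synthesis on 1.4 nM ssM13Gori ran 35 min, then was stopped with PicoGreen/EDTA and read as dsDNA fluorescence.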
# HADH2 inh – HADH2 (human) dehydrogenase inhibition | Q99714 | recombinant HADH2, NADH fluorescence, beta-hydroxybutyryl-CoA | Potency, µM (series often up to 57.1 µM), without a hit: at the highest dose activity change, negative = inhibition, actives largely listed as inhibitors | hit rate 3.4% among 73,000; further: potency means the concentration at half of the fitted maximal effect; on the % scale 0 is the no-effect control and ±100 the full control effect; nearly all actives have a fitted effect of over 60% in size; many of its hits are not listed in these tables
#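 Activity measured as NADH fluorescence gain (360/450 nm), taken as the change between first and last reads of a 4-min kinetic run. Conditions: pH 9.0 Tris buffer, 20 nM E. coli-expressed His-tagged enzyme, 1 mM NAD+, 90 uM beta-hydroxybutyryl-CoA; 15-min compound preincubation.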
# Rhodamine fluor – rhodamine region autofluorescence; hit rate 0.05% among 59,000; max dye-equivalent concentration, M; Rhodamine-region fluorescence, 547/598 nm, Tris buffer; hits give high values; in the data active means max dye-equivalent concentration above about 11 nM; inconclusive means between about 1.1 nM and that limit
#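 Intrinsic compound fluorescence, ex 547 / em 598 nm, CCD imager. Tris 100 mM pH 8.0; 15 min RT. Output = rhodamine dye-equivalent concentration at each compound concentration.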
# Caspase-1 inhib – allosteric or competitive inhibitors of human caspase-1. Caspase-1 enzyme, Ac-WEHD-AFC fluorogenic rate. Potency, µM (highest dose often 57.5 µM), inactives show top-dose activity change, negative = inhibition, usual class: inhibitors. hit rate 0.03% among 75,000. AID 900. P29466;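 further: potency means the concentration at half of the fitted maximal effect; plate controls were vehicle for no effect and no substrate for full effect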
# BRCT inh red – inhibitors of human BRCA1 BRCT-phosphoprotein interaction (red fluorophore); BRCT-phosphopeptide binding, red fluorescence polarization; Potency, µM (titrated, usually from 76.9 µM), for the others: top-dose activity change, negative = inhibition, actives largely listed as inhibitors; hit rate 0.03% among 75,000; further: on the % scale 0 is the no-effect control and ±100 the full control effect
#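 Rhodamine-labelled pBACH1 10-mer (100 nM) bound to BRCT domain (100 nM) at pH 7.3; compounds incubated 12 min room temperature, polarization read. Free peptide defines full inhibition; unlabelled decapeptide titrated as control.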
# Tau fil binding – tau filament binding. P10636. recombinant tau filaments, thioflavin S fluorescence, 15 h; filaments grown with octadecylsulfate alongside compound. Potency, µM (top dose mostly 57.1 µM), inactives show at the highest dose activity change, negative = inhibition. hit rate 2% among 71,000;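 further: potency means the concentration at half of the fitted maximal effect; on the % scale 0 is the no-effect control and ±100 the full control effect; actives lower thioflavin S fluorescence by blocking filaments or displacing dye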
#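 ThS-based fibril read: tau 1 uM final, inducer ODS 30 uM final, 37 C for 15 h, ex 450/em 510 nm.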
# HEK293 cAMP ctrl – parental HEK293 cAMP activation (counter-screen); parental HEK293 CNG cAMP sensor, membrane potential fluorescence; Potency, µM (titrated, usually from 57.1 µM), without a hit: top-dose activation, hits mostly activators; hit rate 2.5% among 73,000; AID 938; further: potency means the concentration at half of the fitted maximal effect; % of control where 0% means no effect; nearly all actives have a fitted effect of over 55% in size
#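 Counterscreen for endogenous-receptor signalling: CNG-channel HEK 293 cells report cAMP rise by membrane depolarization. After 60 min dye equilibration with 100 uM RO 20-1724, compounds incubated 30 min before bottom-read fluorescence at 590 nm.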
# BRCT inh green – inhibitors of human BRCA1 BRCT-phosphoprotein interaction (green fluorophore). BRCA1 BRCT-phosphopeptide binding, green fluorescence polarization. Potency, µM (series often up to 76.9 µM), for the others: at the highest dose activity change, negative = inhibition, usual class: inhibitors. hit rate 0.05% among 75,000. AID 875;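 further: potency means the concentration at half of the fitted maximal effect; plate controls were peptide without protein for full effect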
#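 Compounds were incubated for 12 min at room temperature with a complex of 100 nM fluorescein-tagged pBACH1 decapeptide and 250 nM His-tagged BRCT protein. Buffer was phosphate pH 7.3 with EDTA, DTT and Tween 20. Disruption of binding lowers the polarization signal.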
# Caspase-7 inhib – caspase-7 (human) inhibition, allosteric or competitive. hit rate 0.02% among 75,000. Potency, µM (titrated, usually from 57.5 µM), for inactives: top-dose activity change, negative = inhibition, most hits filed as inhibitors. recombinant caspase-7, Ac-DEVD-AFC fluorescence rate; active means well fitted inhibition curve with a large enough effect in the main read-out, with a control signal flat, not every such curve was filed as active; inconclusive means small, poorly fitted or top-dose-only effect, or a change in a side signal; further: potency means the concentration at half of the fitted maximal effect; % of control where 0% means no effect
# 15-hLO inh – inhibitors of human 15-lipoxygenase (ALOX15) | Potency, µM (highest dose often 57.1 µM), for the others: top-dose activity change, negative = inhibition, most hits filed as inhibitors | purified 15hLO-1, xylenol orange hydroperoxide absorbance | hit rate 1.4% among 74,000; further: potency means the concentration at half of the fitted maximal effect; on the % scale 0 is the no-effect control and ±100 the full control effect; nearly all actives have a fitted effect of over 55% in size
#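 Compounds were preincubated 15 min at room temperature with 40 nM purified human enzyme (25 mM Hepes pH 7.5, 0.01% Triton X-100); 50 uM arachidonic acid reacted 6 min. Fe-xylenol orange detection, 30 min, absorbance ratio 573/405 nm.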
# Starred values were filed as active, the others as inactive; i = inactive; ? = inconclusive; . = no result given; [ ] = dose if it differs, or a comment. Unless noted, the call rests on the fitted dose curve; in most records, active means well fitted curve in the direction sought with a large enough effect; inconclusive means small, poorly fitted or top-dose-only effect, or another doubt; inactive means no such curve, though single readings can be large; an effect the other way counts as inactive or inconclusive. Some of the compounds tested; rates above refer to the full screens.
structure | USP2a inh | DNA Pol III inh | HADH2 inh | Rhodamine fluor | Caspase-1 inhib | BRCT inh red | Tau fil binding | HEK293 cAMP ctrl | BRCT inh green | Caspase-7 inhib | 15-hLO inh
CS(=O)(=O)c1ccc2nc(NC(=O)CN3CCN(Cc4ccccc4)CC3)sc2c1 | 30% | 1% | -4% | i | -3% | -2.6% | 15% | -2% | 3.0% | 0% | 1%
O=C(CCn1c(=O)oc2ccccc21)NCCCN1CCCC1=O | . | -4% | -7% | . | -4% | -1.1% | 5% | 1% | -0.2% | 1% | 2%
CCc1nn(CC(=O)NCCCN2CCc3ccccc3C2)c(=O)c2cc3sccc3n12 | . | 1% | -1% | . | 0% | 0.4% | 84% | 4% | -1.3% | -2% | -1%
Cn1c(=O)c(-c2cccc(C#N)c2)nc2cnc(Oc3ccccc3)nc21 | 31%[activator] | -5% | 6% | i | ? | -1.0% | -12% | 1% | 1.7% | ? | 11%
C/C(NCC(C)(C)CN(C)C)=C(/C#N)C(=O)NCc1ccccc1 | -1% | -2% | 9% | i | 2% | 0.2% | -18% | 3% | 0.6% | -5% | -1%
CCOC(=O)N1CCN(S(=O)(=O)c2ccc(C)cc2)C1c1ccccc1 (stereo not drawn) | 2% | 2% | -2% | . | -2% | -1.1% | 3% | 13µM* | 0.5% | -2% | -3%
Cc1ccc(S(=O)(=O)Nc2cc(C)nn2-c2ccccc2)cc1 | 17% | -4% | 4% | i | -2% | 2.3% | 5% | 0% | -8.3% | -4% | 7%
O=C(O)CCCc1ccc2ccccc2c1 | . | -3%[11.4 µM] | 2%[11.4 µM] | i | 8%[11.5 µM] | 1.1%[15.4 µM] | -2%[11.4 µM] | 23%[11.4 µM] | 0.6%[15.4 µM] | 0%[11.5 µM] | 5%[11.4 µM]
O=C(COC(=O)C1CC2C=CC1C2)NCc1ccco1 (stereo not drawn) | 14% | -6% | ? | i | -2% | 0.5% | -4% | -5% | -2.9% | -16% | -12%
Cc1nc2sccn2c1P(c1c(C)nc2sccn12)c1c(C)nc2sccn12 | 4% | -6% | 15% | i | -1% | 0.8% | -2% | 13% | -0.7% | -1% | -27%
CCOc1ccccc1N1CCN(C(=O)c2c(C)noc2C)CC1 | -2% | 0% | 3% | i | 0% | -0.8% | -6% | 5% | -0.8% | -1% | 2%
Clc1ccccc1OCc1nc(-c2ccccn2)no1 | 7% | 6% | 2% | i | -1% | 0.4% | 9% | -55%[inhibitor] | 0.5% | -2% | 6%
CCOc1ccc(CC(=O)C2C(=O)CCCC2=O)cc1OCC | -14% | 0% | 0% | i | -5% | -0.6% | -3% | -1% | -2.2% | -1% | -3%
COc1ccc(C2C3C(=O)N(Cc4ccccc4)C(=O)C3ON2c2ccccc2)c(OC)c1OC (stereo not drawn) | 16% | 5% | 9% | i | -3% | -2.2% | -2% | 20% | -2.6% | -1% | -8%
Cc1cc(NC(=O)COc2ccccc2)n(-c2ccccc2)n1 | -5% | 4% | -15% | i | -2% | 0.8% | 6% | 6% | -1.6% | 8% | 0%
COc1ccc(-n2nnnc2-c2cccc(OC)c2)cc1 | 1% | 2% | 4% | i | 0% | -0.6% | 2% | ? | -3.1% | -1% | -4%
CCOc1ccccc1-n1nnnc1SCC(=O)NC(=O)NCc1ccco1 | 14% | 0% | -18% | i | -1% | -1.6% | -13% | 8% | 1.6% | -13% | -20%
CCC[C@@H]1C[C@@]1(CCC)C(NC(=O)c1ccc(-c2ccccc2)cc1)c1cccc(Cl)c1 (stereo partly drawn) | . | -5% | 4% | . | -1% | -2.4% | 1% | -3% | 0.8% | 0% | .
CCCn1c(SCC(=O)N2CCc3ccccc3C2)nc2c1c(=O)n(C)c(=O)n2C | 2% | -8% | -4% | i | -1% | -2.3% | -12% | 27% | -1.2% | -3% | 8%
CCOC(=O)C1CCCN(C(=O)c2ccccc2Oc2ccccc2)C1 (stereo not drawn) | 11%[7.66 µM] | 1%[11.4 µM] | 0%[11.4 µM] | . | -1% | -0.2% | 0%[11.4 µM] | ? | -0.7% | -2% | -2%[11.4 µM]
COc1ccc(-n2c(SCC(=O)N3CCCCC3)nnc2-c2cccnc2)cc1 | -4% | 15% | 0% | i | 0% | -0.1% | -4% | -4% | -0.5% | 6% | 2%
COC(=O)Nc1sc2c(c1C(=O)N1CCOCC1)CCC(C)C2 (stereo not drawn) | 1% | 0% | 20µM* | i | -3% | 0.5% | 13% | 2% | 0.1% | -3% | -23%
COc1ccc(CNS(=O)(=O)c2ccc(S(=O)(=O)N3CCCCC3)cc2)cc1 | 6% | -2% | -1% | i | 0% | 0.9% | 5% | 12% | -6.2% | -1% | 9%
Cn1c(/N=C/c2cccs2)nc2ccccc21 | . | . | 0% | . | -3% | 0.1% | . | 27% | -0.5% | 1% | 0%
CC(=O)N(Cc1cc2cc(C)c(C)cc2n2nnnc12)CC1COCCO1 (stereo not drawn) | 1% | -1% | ? | i | 0% | -0.6% | -5% | 13% | -2.5% | -1% | 8%
CCCc1cc(=O)[nH]c(SCc2ccc(C#N)cc2)n1 | -1% | -2% | -3% | i | -1% | -0.7% | 2% | 3% | 2.7% | 0% | -1%
S=C(c1ccc(-c2cc(Cl)ccc2Cl)o1)N1CCOCC1 | . | . | ? | . | -3% | -0.4% | . | 27% | -4.8% | -3% | ?
CC(=O)[C@@H]1[C@@H]2C(=O)N(c3ccc(F)c(Cl)c3)C(=O)[C@@H]2C2c3ccccc3C=CN21 (stereo partly drawn) | 39%[activator] | 3% | 6% | ? | 32µM* | -4.6% | 306% | 3% | 3.6% | ? | ?
O=C(c1ccc(CS(=O)(=O)c2c(Cl)cccc2Cl)o1)N1CCN(c2ccccn2)CC1 | . | -4% | -10% | . | 2% | 0.3% | 26% | 19% | -1.1% | -3% | -2%
COc1cc(NC(=O)C2CCCCC2)c(OC)cc1NC(=O)CN1CCCCC1 | 2% | 1% | 4% | i | -1% | 0.6% | -19% | -10% | -1.0% | -2% | 0%
CC1=Nc2ccc(C)cc2N(Cc2ccccc2)C(=O)C1 | . | -1% | 8% | . | -2% | 0.4% | 12% | 7% | -1.9% | -3% | -2%
Cc1c(C(=O)N2CCOCC2)oc2ccc(S(=O)(=O)N3CCCCCC3)cc12 | 9% | -1% | -9% | i | 1% | 0.1% | -2% | 2% | -1.4% | 0% | 5%
CC1(C)Oc2ccc(C(=O)NC3CCCC3)cc2N(CC(=O)NC2CCCCC2)C1=O | 7% | -3% | 15% | i | 6% | 0.0% | 2% | 2% | -0.1% | -1% | 3%
COc1cccc(Cn2c(=O)cnc3cnc(N4CCN(C)CC4)nc32)c1 | 156%[activator] | -9% | -17% | i | -6% | -0.7% | -16% | 24% | 4.1% | -6% | 3%
CCN(CC)CCOC(=O)c1ccc(NC(=O)COc2cc(=O)n(CC)c3ccccc23)cc1 | 38%[activator] | -4% | 9% | i | 2% | 0.5% | 24% | 0% | 0.7% | 1% | -6%
CC(C)C(=O)N1CCN(c2ccc(NC(=O)c3ccc(Br)o3)cc2)CC1 | 3% | -3% | 8% | i | -1% | 0.8% | -8% | -6% | -3.1% | -1% | 6%
COc1cccc(C(c2nnnn2Cc2ccc(F)cc2)N2CCC(C(N)=O)CC2)c1OC (stereo not drawn) | -12% | 0% | 9% | i | -1% | -0.8% | -1% | 11% | -1.9% | 4% | -10%
CCOC(=O)c1ccc(CNC(=O)C2CCCCC2C(=O)OCC(F)(F)F)o1 (stereo not drawn) | 2% | -2% | 2% | i | 1% | 0.8% | -17% | 19% | -0.8% | -1% | 1%
Cc1ccc2c(COn3nnc4ccc(S(=O)(=O)N(C)C)cc43)cc(=O)oc2c1C | 29% | -6% | 19% | i | -3% | -0.8% | -19% | ? | -3.6% | -4% | -5%
CCc1ccc(C2CC(c3cccc(Cl)c3)n3nc(N)nc3N2)cc1 (stereo not drawn) | . | 0% | 12% | . | -3% | 0.6% | -26% | 7% | -5.6% | -6% | -7%
Cc1ccc(N2CCN(S(=O)(=O)N(C)C)CC2)c(C)c1 | . | -1% | 1% | . | -2% | -0.7% | -1% | 10% | -0.8% | 0% | -3%
COC(=O)c1ccc(C(=O)OC)c(NC(=O)COc2ccccc2OC)c1 | 28% | -3% | 10µM* | i | -9% | -0.5% | 4% | ? | -1.4% | -2% | -25%

# Part of the list above with just HADH2 inh and BRCT inh red.
mol	HADH2 inh	BRCT inh red
CCOC(=O)c1ccc(CNC(=O)C2CCCCC2C(=O)OCC(F)(F)F)o1 (stereo not drawn)	2%	0.8%
Cc1ccc2c(COn3nnc4ccc(S(=O)(=O)N(C)C)cc43)cc(=O)oc2c1C	19%	-0.8%
